Screening data (PubChem)
MEP2-GFP yeast: modulators of MEP2-GFP levels in yeast, primary screen, S. cerevisiae, multiplex flow cytometry, MLPCN library. S. cerevisiae MEP2-GFP strain, 3 h; 100% = DMSO control level. GFP response vs DMSO, % at 10 µM. 330,000 compounds, 0.51% hits;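 active = GFP response versus DMSO above a set limit, roughly screen mean plus 3 SD, cut at about 180% in these data; inconclusive = fewer than 70 cells counted for a yeast strain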;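 also: median GFP fluorescence of the barcode-gated MEP2-GFP cells per well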
CIT2-GFP yeast: modulators of CIT2-GFP expression in yeast, primary screen, S. cerevisiae, GFP fusion, multiplex flow cytometry, MLPCN library | AID 2029, 2009 | 320,000 compounds, 0.065% hits | GFP response vs DMSO, % at 10 µM | S. cerevisiae CIT2-GFP strain, 3 h; 100 means same as DMSO wells;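 active = GFP response relative to DMSO above a set limit, near the screen mean plus 3 SD, cut at about 150% in these data; inconclusive = Fewer than 70 cells measured for a yeast strain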;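 also: ratio of well median GFP fluorescence to mean of DMSO wells on the plate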
LAP4 TOR yeast: modulators of LAP4-GFP expression in yeast, primary screen, S. cerevisiae, multiplex flow cytometry, MLPCN library. 3 h; median GFP as percent of DMSO wells. GFP response vs DMSO, % at 10 µM. 320,000 compounds, 0.34% hits. AID 2023, 2009;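 active = GFP response vs DMSO above a set limit, about the screen mean plus 3 SD, cut at about 150% in these data; inconclusive = under 70 cell events counted for the yeast strain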
GASC-1 inh: inhibitors of GASC-1 histone demethylase, primary screen, biochemical, fluorescence, DELFIA europium. inhibition, % at 2.35 µM. GST-JMJD2C(1-420) H3K9me3 demethylation. Lysine-specific demethylase 4C (Homo sapiens), Q9H3R0. 330,000 compounds, 0.069% hits;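 active = more than half of a compound's replicate wells show inhibition beyond 50%, single wells judged on their own value; inconclusive = some, but no more than half, of replicates pass 50% inhibition; inactive = no replicate passes 50% inhibition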;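 also: signal counts dimethyl H3K9 product captured on neutravidin plate; 0% = median of DMSO wells and 100% = 0.3 times that DMSO median; strong numbers were not always called active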
GRK2 inh: compounds blocking aptamer binding on GRK2 – biochemical, human GRK2, bead flow cytometry, HTS, primary screen. 330,000 compounds, 0.59% hits. FAM-aptamer displacement from GRK2. Beta-adrenergic receptor kinase 1 (Homo sapiens), P25098. inhibition of aptamer binding, % at 10 µM;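 active = inhibition of aptamer binding above 40%, roughly 3 SD of noise, on plates passing a quality check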;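 also: median bead fluorescence of bound FAM aptamer so fluorescent compounds give negative values; no value below 0 was filed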
VLA-4 inh: inhibition in human VLA-4 binding assay, primary screen, VLA-4 allosteric modulator project, MLPCN library, flow cytometry, VLA-4 expressing cells. AID 2557, 2010. ligand binding flow cytometry. inhibition, % (about 7 µM as worked out from the volumes in the protocol). 330,000 compounds, 0.2% hits; in the data active = inhibition above about 50%
Target sequence (P13612 whole entry, looked up): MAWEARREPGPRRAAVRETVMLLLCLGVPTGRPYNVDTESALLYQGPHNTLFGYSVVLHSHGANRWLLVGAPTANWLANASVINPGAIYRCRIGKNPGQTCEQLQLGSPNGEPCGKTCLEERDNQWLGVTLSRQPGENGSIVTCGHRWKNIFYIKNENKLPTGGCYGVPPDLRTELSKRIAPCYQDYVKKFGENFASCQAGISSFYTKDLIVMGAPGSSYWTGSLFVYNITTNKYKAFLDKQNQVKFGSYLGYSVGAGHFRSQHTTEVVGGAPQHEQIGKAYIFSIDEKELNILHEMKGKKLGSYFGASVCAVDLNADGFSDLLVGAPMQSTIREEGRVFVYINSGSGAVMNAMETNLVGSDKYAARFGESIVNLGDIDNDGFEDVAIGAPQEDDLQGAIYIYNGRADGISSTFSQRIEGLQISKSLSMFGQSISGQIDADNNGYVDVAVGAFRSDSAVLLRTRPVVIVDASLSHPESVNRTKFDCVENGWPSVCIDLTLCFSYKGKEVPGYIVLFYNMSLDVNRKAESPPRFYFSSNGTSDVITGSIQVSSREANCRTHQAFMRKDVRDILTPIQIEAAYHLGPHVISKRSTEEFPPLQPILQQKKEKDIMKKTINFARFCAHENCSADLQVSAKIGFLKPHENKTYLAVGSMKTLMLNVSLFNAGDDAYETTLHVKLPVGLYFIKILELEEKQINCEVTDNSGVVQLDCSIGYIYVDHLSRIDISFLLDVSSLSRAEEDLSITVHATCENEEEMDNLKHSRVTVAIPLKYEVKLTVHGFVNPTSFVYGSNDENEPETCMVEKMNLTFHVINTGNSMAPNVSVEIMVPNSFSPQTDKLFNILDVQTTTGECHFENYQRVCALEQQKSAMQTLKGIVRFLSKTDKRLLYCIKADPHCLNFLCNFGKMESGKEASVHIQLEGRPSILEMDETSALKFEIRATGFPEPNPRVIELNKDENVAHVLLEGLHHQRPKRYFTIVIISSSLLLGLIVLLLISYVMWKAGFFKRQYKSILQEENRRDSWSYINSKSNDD
AGP1 TOR yeast: modulators of AGP1-GFP expression in yeast TOR pathway, primary screen, cell-based, multiplex flow cytometry, S. cerevisiae, MLPCN library | 3 h; GFP as percent of DMSO wells | GFP response vs DMSO, % at 10 µM | 320,000 compounds, 0.02% hits | AID 2066, 2009;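 active = GFP response relative to DMSO above a set limit, near screen average plus 3 SD, cut at about 150% in these data; inconclusive = fewer than 70 cells counted for the yeast strain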;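 also: median GFP channel fluorescence of the gated AGP1 strain per well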
RPL19A-GFP yeast: RPL19A-GFP expression modulators in yeast, primary screen, cell-based, S. cerevisiae, multiplex flow cytometry, MLPCN | percent response vs DMSO, % at 10 µM | 330,000 compounds, 0.3% hits | S. cerevisiae RPL19A-GFP strain, 3 h; hits give low values;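 active = percent response vs DMSO below 50%; inconclusive = fewer than 70 events counted for the yeast strain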;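 also: median channel GFP fluorescence of the barcoded RPL19A-GFP strain; ratio of sample median GFP to plate DMSO average so 100% = DMSO; lower means less RPL19A-GFP as with rapamycin TOR inhibition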
An asterisk follows results filed as active; u = inconclusive; x = no result given; & = joins results of further samples; [ ] = dose if it differs, or a comment.

(1) S=c1[nH]nc(COc2ccccc2)n1/N=C/c1c(Cl)cccc1Cl
(2) COC(=O)Cc1ccc(NC(=S)NCC(C)C)cc1
(3) Cc1ccccc1Nc1nc(N)nc(COC(=O)c2cccc(S(=O)(=O)NCc3ccccc3)c2)n1
(4) COC(=O)COc1ccc2cc(-c3ccc(OC)cc3)c(=O)oc2c1
(5) Cc1cc(=O)oc2c(C)c(OCC(=O)N(C)C)ccc12
(6) CCN(CC)CCN1C(=O)c2ccccc2NC1c1ccc(F)cc1 (centres undefined)
(7) CN(C)CCCNS(=O)(=O)c1ccc(-n2nnc3ccccc32)c([N+](=O)[O-])c1
(8) O=c1c2ccccc2nc(-c2ccc([N+](=O)[O-])cc2)n1O
entry no.	1	2	3	4	5	6	7	8
MEP2-GFP yeast	108	102	105	99	96	101	110	94
CIT2-GFP yeast	124	104	97	108	98	97	107	72
LAP4 TOR yeast	119	94	104	108	101	93	100	141
GASC-1 inh	3	1	-6	0	5	3	-6	-3
GRK2 inh	0	0	1	0	1	0	0	4
VLA-4 inh	2	-17	17	-5	-5	8	0	-13
AGP1 TOR yeast	119	102	101	103	103	97	102	98
RPL19A-GFP yeast	101	104	106	100	96	93	105	92

Ordered by value in LAP4 TOR yeast (ascending): some entries from above
| No. | mol | MEP2-GFP yeast | CIT2-GFP yeast | LAP4 TOR yeast | GASC-1 inh | GRK2 inh | VLA-4 inh | AGP1 TOR yeast | RPL19A-GFP yeast |
| --- | --- | --- | --- | --- | --- | --- | --- | --- | --- |
| 2 | COC(=O)Cc1ccc(NC(=S)NCC(C)C)cc1 | 102 | 104 | 94 | 1 | 0 | -17 | 102 | 104 |
| 7 | CN(C)CCCNS(=O)(=O)c1ccc(-n2nnc3ccccc32)c([N+](=O)[O-])c1 | 110 | 107 | 100 | -6 | 0 | 0 | 102 | 105 |
| 4 | COC(=O)COc1ccc2cc(-c3ccc(OC)cc3)c(=O)oc2c1 | 99 | 108 | 108 | 0 | 0 | -5 | 103 | 100 |
| 1 | S=c1[nH]nc(COc2ccccc2)n1/N=C/c1c(Cl)cccc1Cl | 108 | 124 | 119 | 3 | 0 | 2 | 119 | 101 |

(further entries)
(9) CCN(CC)c1ccc(S(=O)(=O)N2CCOCC2)cc1NC(=O)CN1CCN(Cc2ccccc2)CC1
(10) O=C(NC1CCCC1)C(c1cccs1)N(C(=O)c1ccco1)c1ccc2c(c1)OCCO2 (centres undefined)
(11) Cc1[nH]n(-c2ccccc2)c(=O)c1N=Nc1nccs1
(12) CC1CCCN(S(=O)(=O)c2csc(C(N)=O)c2)C1 (centres undefined)
(13) CCOC(=O)COc1ccc(CCNC(C)=O)cc1
(14) O=C(CCS(=O)(=O)c1ccc(Cl)cc1)NC1CCCC1
(15) CCN(CC(=O)Nc1c(F)cccc1F)C(=O)CN1c2cccc3cccc(c23)S1(=O)=O
(16) COc1ccc(Cl)cc1N(CC(=O)N1CCCCC1)S(C)(=O)=O
entry no.	9	10	11	12	13	14	15	16
MEP2-GFP yeast	99	100	96	99	105	106	104	114
CIT2-GFP yeast	99	89	79	91	103	102	104	99
LAP4 TOR yeast	108	92	114	104	102	99	113	104
GASC-1 inh	7	-26&1	33	10	-13	-1	4	-2
GRK2 inh	1	0	2	2	2	0	0	8
VLA-4 inh	2	-9	-17	2	11	25	-2	16
AGP1 TOR yeast	105	95	79	94	101	104	118	100
RPL19A-GFP yeast	101	97	98	95	102	99	107	91

(17) O=C(Cn1cnc2cc([N+](=O)[O-])ccc2c1=O)Nc1cccc(S(=O)(=O)N2CCOCC2)c1
(18) CCn1c(COc2ccc(Cl)cc2)nnc1SCC(=O)Nc1ccc2c(c1)OCO2
(19) O=C(Nc1cccc(OCC(=O)N2CCOCC2)c1)c1cccc([N+](=O)[O-])c1
(20) O=C(NC(=S)Nc1cccc(F)c1)c1cccc([N+](=O)[O-])c1
(21) CCN(CC)S(=O)(=O)c1ccc2[nH]cc(C(=O)NCCCN3CCCCC3C)c(=O)c2c1 (centres undefined)
(22) COc1cc2[nH]cc(C(=O)NCCc3ccccc3)c(=O)c2cc1OC
(23) CC(NC(=O)CCc1c[nH]c2ccccc12)c1ccccc1 (centres undefined)
(24) O=C(C1CC1)N1CCc2cc(S(=O)(=O)NCC3COc4ccccc4O3)ccc21 (centres undefined)
entry no.	17	18	19	20	21	22	23	24
MEP2-GFP yeast	108	107	94	94	93	97	104	303*[may fluoresce violet]
CIT2-GFP yeast	108	118	94	86	88	106	101	u
LAP4 TOR yeast	100	107	101	112	121	99	94	75[may fluoresce violet]
GASC-1 inh	5	5	9	-12	-1	2	9	2
GRK2 inh	0	2	0	3	0	0	3	0
VLA-4 inh	20	4	8	31	36	16	10	5
AGP1 TOR yeast	107	102	101	91	86	106	97	u
RPL19A-GFP yeast	105	102	98	101	98	102	103	23*[may fluoresce violet]

(25) Cc1nc2c(C)cccn2c1/C(O)=C1\C(=O)C(=O)N(CCN(C)C)C1c1ccncc1 (centres undefined)
(26) C=CCOC(=O)C1=C[C@@H](C2CCCCC2)C[C@@H](OCc2ccc(CO)cc2)O1
(27) Cc1nc(CCN2C(=O)c3ccccc3C2=O)cs1
(28) CC(OC(=O)COc1ccccc1[N+](=O)[O-])C(=O)Nc1ccc(N2CCOCC2)cc1 (centres undefined)
(29) CC(C)n1c(C(O)c2ccc3c(c2)OCO3)nc2ccccc21 (centres undefined)
(30) Clc1ccc2[nH]c3c(c2c1)CCc1cn[nH]c1-3
(31) C=CCNC(=O)[C@@H]1CSC2c3ccc(OC)c(OC)c3C(=O)N21 (some centres undefined)
(32) COC(=O)C1=C(C)N(C(C)C)C(=O)C1(NC(=O)C1CCCCC1)C(F)(F)F (centres undefined)
entry no.	25	26	27	28	29	30	31	32
MEP2-GFP yeast	109	101	99	105	99	93	97	105
CIT2-GFP yeast	112	95	100	97	98	85	97	95
LAP4 TOR yeast	110	102	94	91	100	94	88	102
GASC-1 inh	3	1	-4	-6	0	-2	-2	-4
GRK2 inh	2	2	0	0	1	0	3	0
VLA-4 inh	-3	21	2	-4	6	2	1	20
AGP1 TOR yeast	110	99	102	92	103	83	90	99
RPL19A-GFP yeast	103	107	101	98	98	86	98	101

(33) CCCNC(=O)CSc1nc2[nH]ncc2c(=O)[nH]1
(34) Cc1[nH]c2ccc(-c3n[nH]c(=S)n3Cc3ccccc3)cc2c1C
(35) CC(Oc1ccc(Cl)cc1)C(=O)N1CCCc2ccccc21 (centres undefined)
(36) CCOC(=O)C1=C(Nc2ccccc2)OCC1=O
(37) O=C(NCC(c1ccco1)N1CCN(c2ccc(F)cc2)CC1)OCc1ccccc1 (centres undefined)
(38) O=C(CSc1ncnc2c1oc1ccccc12)Nc1cccc(F)c1
(39) O=C(Cc1nnc(NC(=O)c2ccccc2)s1)N/N=C\c1ccc(O)c(O)c1
(40) CCC1=C(OC(=O)N(CC)CC)N2C(=O)OC(=NCCc3c[nH]c4ccccc34)[C@]2(Cc2ccccc2)[C@H]2C1=CC[C@H]1C(=O)N(CC(=O)OC)C(=O)[C@H]12
entry no.	33	34	35	36	37	38	39	40
MEP2-GFP yeast	111	112	91	103	110	106	103	100
CIT2-GFP yeast	108	113	81	96	105	93	97	95
LAP4 TOR yeast	104	90	91	96	94	94	93	99
GASC-1 inh	10	-6	7	-6	36	1	9	-6
GRK2 inh	2	3	2	2	1	1	0	0
VLA-4 inh	3	-18	-3	22	-14	9	12	0
AGP1 TOR yeast	109	107	91	104	111	89	94	105
RPL19A-GFP yeast	116	112	101	100	107	102	103	99

(41) S=C(Nc1ccc(Cl)cc1Cl)N1CCCC1
(42) CC(C)(C)c1cc(C(c2cccnc2)N2CCN(CCO)CC2)cc(C(C)(C)C)c1O (centres undefined)
(43) O=C(COC(=O)c1ccccc1SCC(=O)N1CCCC1)Nc1ccccc1
(44) COc1ccc(-c2[nH]ncc2CN(CCO)Cc2cccs2)c(F)c1
(45) Cc1ccc(NC(=O)Nc2cccc(F)c2)nc1
(46) COc1ccc(CCNC(=O)c2ccc(=O)[nH]n2)cc1OC
(47) C=CCn1c(Oc2cc(C)ccc2C)nc2c1c(=O)n(C)c(=O)n2C
(48) Cc1cc(C)n2nc(C(=O)N/N=C/c3ccc(O)cc3)nc2n1
entry no.	41	42	43	44	45	46	47	48
MEP2-GFP yeast	107	99	108	198*	103	98	105	104
CIT2-GFP yeast	96	95	117	118	99	108	104	104
LAP4 TOR yeast	105	161*	104	129	97	102	94	102
GASC-1 inh	-4	6	0	-5	4	17	-6	1
GRK2 inh	1	0	3	1	2	0	0	0
VLA-4 inh	3	50*	1	5	-1	1	14	25
AGP1 TOR yeast	99	83	102	103	96	100	101	108
RPL19A-GFP yeast	108	89	107	102	103	101	97	100

(49) Cc1ccc(N(C(=O)c2snc(C(N)=O)c2N)C(CC(C)C)C(=O)NC2CCCC2)cc1 (centres undefined)
(50) COC(=O)/C(C#N)=C/c1c(-c2ccccc2)nc2n1CCS2
(51) CCCOc1ccc(NC(=O)C2CC(=O)N/C(=N/N=C(\C)CCc3ccc4c(c3)OCO4)S2)cc1 (centres undefined)
(52) O=C(COC(=O)c1ccc2ncsc2c1)Nc1cccc(Cl)c1
(53) COC(=O)C1=C(C)N(c2ccc(C)cc2)/C(=C/c2cccs2)C1=O
(54) CN1CCC2(CC1)NC(=O)NC2=O
(55) COc1ccc(CN2CCN(Cc3cn(C)nc3-c3ccccc3)CC2CCO)c(C)c1C (centres undefined)
(56) COc1cc(C(=O)Nc2c(C(=O)O)[nH]c3ccc(Br)cc23)cc(OC)c1OC
entry no.	49	50	51	52	53	54	55	56
MEP2-GFP yeast	94	94	113	99	99	94	96	110
CIT2-GFP yeast	103	x	100	95	80	92	90	98
LAP4 TOR yeast	93	x	132	108	x	95	104	93
GASC-1 inh	2	-29	3	5	4	9	65	10
GRK2 inh	1	3	0	2	0	0	0	0
VLA-4 inh	-13	7	0	1	-5	3	22	9
AGP1 TOR yeast	94	x	112	92	93	96	114	91
RPL19A-GFP yeast	97	97	103	94	97	94	91	101

(57) O=C(NCc1ccc2c(c1)OCO2)c1ccc(S(=O)(=O)NCC2CCCO2)cc1 (centres undefined)
(58) Cc1cc(NC(=O)C2CC2)ncc1NC(=O)c1ccccn1
(59) COc1ccc2[nH]cc(CCNC(=S)NCCc3ccccc3)c2c1
(60) COc1ccc(Sc2ccc(-c3nc4cnccn4c3NC3CCCCC3)cc2OC)cc1
(61) COc1ccc(NC(=O)CCN2CCN(c3ccc(F)cc3)CC2)cc1
(62) O=C(NC1CCCC1)C1CCCN(S(=O)(=O)c2ccc(F)cc2)C1 (centres undefined)
(63) S=C(NC1CCCCC1)N1CCN(C/C=C/c2ccccc2)CC1
entry no.	57	58	59	60	61	62	63
MEP2-GFP yeast	109	103	106	93	96	102	112
CIT2-GFP yeast	101	103	107	84	98	102	95
LAP4 TOR yeast	99	94	104	95	101	96	118
GASC-1 inh	-2	11	-20	-6	-4	10	-1
GRK2 inh	2	0	0	0	0	1	1
VLA-4 inh	8	1	5	-19	5	10	6
AGP1 TOR yeast	106	98	104	95	102	102	105
RPL19A-GFP yeast	102	102	98	96	100	100	90
